From PubChem
EBNA-1 inh: EBNA-1 DNA-binding inhibitors, primary screen, biochemical, fluorescence polarization | inhibition, % at 14.8 µM | 300,000 compounds, 0.34% hits; in the data active = inhibition above about 28%
MEP2-GFP yeast: modulators of MEP2-GFP levels in yeast, primary screen, S. cerevisiae, multiplex flow cytometry, MLPCN library; S. cerevisiae MEP2-GFP strain, 3 h; 100% = DMSO control level; GFP response vs DMSO, % at 10 µM; 330,000 compounds, 0.51% hits; AID 2016, 2009;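 active = GFP response versus DMSO above a set limit, roughly screen mean plus 3 SD, cut at about 180% in these data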;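 also: median GFP fluorescence of the barcode-gated MEP2-GFP cells per well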
AHR activator: AHR activators, primary screen, cell-based, luminescence, luciferase reporter, human; AID 2796, 2010; Aryl hydrocarbon receptor (Homo sapiens), P35869; AHR-responsive luciferase reporter cells; activation, % at 5 µM; 320,000 compounds, 2.5% hits; in the data active = activation above about 47%;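 also: 0% = vehicle wells and 100% = reference agonist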
LAP4-GFP MLPCN: modulators of LAP4-GFP expression in yeast, primary screen, S. cerevisiae, multiplex flow cytometry, MLPCN library. 3 h; median GFP as percent of DMSO wells. GFP response vs DMSO, % at 10 µM. 320,000 compounds, 0.34% hits;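 active = GFP response vs DMSO above a set limit, about the screen mean plus 3 SD, cut at about 150% in these data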
RPL19A-GFP yeast: RPL19A-GFP expression modulators in yeast, primary screen, cell-based, S. cerevisiae, multiplex flow cytometry, MLPCN | S. cerevisiae RPL19A-GFP strain, 3 h; active compounds read low | percent response vs DMSO, % at 10 µM | 330,000 compounds, 0.3% hits;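 active = percent response vs DMSO below 50%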;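 also: median channel GFP fluorescence of the barcoded RPL19A-GFP strain; ratio of sample median GFP to plate DMSO average so 100% = DMSO; lower means less RPL19A-GFP as with rapamycin TOR inhibition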
proCasp3 act: activators of human procaspase-3 D3A mutant, primary screen, biochemical, absorbance, PC-3 D3A mutant, single concentration. activation, % at 8.5 µM. 330,000 compounds, 0.11% hits. Caspase-3 (Homo sapiens), P42574. recombinant procaspase-3 D3A, Ac-DEVD-pNA absorbance 405 nm;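 active = activation above the mean of all tested compounds plus 3 SD, cut at about 21% in these data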;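 also: 0% = DMSO alone and 100% = DMSO wells spiked with extra 5 µM PC-3 D3A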
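material = Procaspase-3 D3A mutant | probe or stimulus = Ac-DEVD-pNA | compound = single dose, 8.5 µM nominal compound, 0.8% DMSO | timing = 1 h preincubation, 2 h reaction | measured by = 405 nm absorbance of p-nitroaniline, reads at 0 and 120 min | benchmarks = DMSO-only low control, 5 µM PC-3 D3A high control | repeats = singlicate, each compound tested once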
proCasp7 act: procaspase-7 activators, primary screen, counter-screen for procaspase-3 activator project, biochemical, absorbance, HTS, human; AID 463210, 2010; Caspase-7 (Homo sapiens), P55210; 330,000 compounds, 0.093% hits; recombinant procaspase-7, Ac-DEVD-pNA absorbance 405 nm; D23A/D198A/D206A triple mutant, cannot self-cleave; scale: DMSO 0, 5 µM enzyme 100; activation, % at 8.5 µM;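 active = percent activation above the screen-wide mean plus 3 SD, cut at about 25% in these data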
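Detection: p-Nitroaniline absorbance at 405 nm, read at 0 and 120 min; system: Uncleavable procaspase-7 mutant enzyme; evaluation: % activation from two-timepoint absorbance difference, scaled to controls; times: 1 h enzyme–compound preincubation and 2 h substrate reaction, both 25 °C; buffer or medium: Zinc-free HEPES pH 7.4 with 300 mM NaCl, 0.01% Triton X-100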
ZTA counter: ZTA (EBV) inhibition in EBNA-1 counter-screen | P03206 | ZTA-DNA binding, fluorescence polarization | inhibition, % at 11 µM | 320,000 compounds, 0.15% hits; in the data active = inhibition above about 33%
Active calls of the source: *; nt = not tested or not shown. Rows are unselected. About 3.8% of those tested had a hit in this group.

canonical_smiles	EBNA-1 inh	MEP2-GFP yeast	AHR activator	LAP4-GFP MLPCN	RPL19A-GFP yeast	proCasp3 act	proCasp7 act	ZTA counter
CCC/C(=N\NC(=O)CNC(=O)/C=C/c1ccco1)c1ccccc1	-10	103	2	94	101	4	-6	-15
C/C(=N/NC(=O)CNC(=O)c1ccco1)c1ccco1	5	104	5	93	98	10	10	20
CC(C)Cc1nnc(NC(=O)CCC(=O)NC2CCCCCCC2)s1	-4	98	-1	97	97	5	-6	-5
CC(C)NC(=O)COC(=O)/C=C/c1ccc(F)cc1	5	93	0	96	98	-1	4	13
COc1ccc(NC(=O)c2ccc(-c3ccccc3Cl)o2)cc1	-3	95	14	106	101	0	-4	-19
COC(CN(C(=O)CCl)C(C(=O)NC1CCCC(C)C1C)c1ccc(C)cc1)OC (stereo unspecified)	0	96	0	98	106	7	12	-3
CCOC(=O)CC(=O)Nc1ccc(C)cc1	3	103	4	93	100	-7	2	-5
O=C(N/N=C/c1sc(=O)n(-c2ccccc2)c1Cl)c1ccccc1	0	99	1	94	101	-2	-1	-11
Cc1cc(C(=O)CC#N)c(C)n1CC(F)(F)F	-2	102	1	105	103	-4	-9	-16
Cc1ccc(C)c(N2CCN(C(=O)c3cc(S(=O)(=O)N4CCOCC4)ccc3F)CC2)c1	4	109	0	92	111	3	8	11
Cc1cccc(NC(=O)Cn2c(=O)n(Cc3ccccc3)c(=O)c3c(C)c(C)sc32)c1	80*	102	2	93	104	-4	-2	9
CCOC(=O)COc1ccccc1C(=O)c1cnn(-c2ccccc2)c1	-13	86	14	88	89	-9	1	-8

(more compounds)
canonical_smiles	EBNA-1 inh	MEP2-GFP yeast	AHR activator	LAP4-GFP MLPCN	RPL19A-GFP yeast	proCasp3 act	proCasp7 act	ZTA counter
COc1ccccc1-c1nnc(SC(C)C(=O)N2CCOCC2)o1 (stereo unspecified)	-4	86	23	100	92	16	10	-14
CC(=O)N1CCN(c2ccc(NCc3cccs3)cc2)CC1	-6	100	6	101	98	-12	-12	10
O=S(=O)(NCc1ccccc1)c1ccc(S(=O)(=O)N2CCCCC2)cc1	9	97	0	95	95	7	13	3
CCOC(=O)c1ccc(Nc2nc(C(=O)OCC)nc3ccccc23)cc1	-12	124	5	116	113	-1	-23	8
Cc1ccc2c(CN(C)Cc3cccc(F)c3)cc(=O)oc2c1C	-1	112	8	99	104	7	14	3
Cc1sc(NC(=S)NC(=O)CCc2ccccc2)c(C(N)=O)c1C	-4	95	12	99	97	-7	1	3
COc1nnc(-c2ccc(N3CCCCC3)c(N)c2)c2ccccc12	8	105	64*	97	101	11	-9	-10
Cc1nc(NC(=O)c2cccnc2Cl)sc1C	-6	111	14	125	106	-2	4	-5
O=C(O)c1ccc(Cl)c(NC(=S)NC(=O)c2cccc(COc3ccccc3)c2)c1	8	97	3	98	103	-1	-7	6
COc1ccc(S(=O)(=O)N2CCCC2CNC(=O)C(=O)NCCc2ccccc2)cc1 (stereo unspecified)	8	101	0	111	101	-6	8	13
COc1ccc(-c2cc(C(=O)N3CCCC3)no2)cc1	6	89	-5	101	91	2	2	0
Cc1c(NC(=O)CN(C)CC(=O)Nc2ccc(F)c(F)c2F)c(=O)n(-c2ccccc2)n1C	nt	97	5	90	99	1	9	nt

(list continues)
canonical_smiles	EBNA-1 inh	MEP2-GFP yeast	AHR activator	LAP4-GFP MLPCN	RPL19A-GFP yeast	proCasp3 act	proCasp7 act	ZTA counter
CN1C(=O)c2ccccc2C(C(=O)O)C1c1cccc(F)c1 (stereo unspecified)	-3	112	2	106	108	-3	-12	14
COc1cc(/C=C2/SC(=S)N(C)C2=O)ccc1OC(=O)c1ccco1	-2	85	14	107	92	-3	4	-19
C1CCCCCC2(CCCCC1)OCC(CN1CCOCC1)O2 (stereo unspecified)	10	93	-4	92	103	4	12	5
Cn1c(=O)cc(C(=O)N/N=C/c2ccc(F)cc2)[nH]c1=O	-4	100	0	107	96	7	6	-25
COc1ccc(NC(=O)c2nn(C34CC5CC(CC(C5)C3)C4)cc2[N+](=O)[O-])cc1	3	110	1	97	109	3	5	7
COc1cc2c3c(c1OC)C1(C=CC(=O)C=C1)CC3N(C(=O)c1ccccc1)CC2 (stereo unspecified)	15	109	2	108	103	7	3	5
CCCc1cc(=O)[nH]c(SCC(N)=O)n1	-1	102	3	103	105	0	-3	-6
CCN(CC)CCNC(=O)c1cc2c(=O)n(C)c3ccccc3c2s1	2	105	29	102	98	-3	4	0
N#Cc1c2n(c(=S)n(-c3ccccc3)c1=O)CCCCC2	-1	104	1	97	105	10	-5	6
CSCC(C)N1CCC(CCC(=O)NC2CC2)CC1 (stereo unspecified)	0	107	2	95	100	0	-9	3
O=C(NCc1ccccc1)Nc1cccn(Cc2c(F)cccc2Cl)c1=O	1	93	-3	118	98	11	5	-9
O=C(CCC1CCCCC1)NCc1ccc(F)cc1	-3	104	-1	96	96	0	-4	1

The list goes on:
canonical_smiles	EBNA-1 inh	MEP2-GFP yeast	AHR activator	LAP4-GFP MLPCN	RPL19A-GFP yeast	proCasp3 act	proCasp7 act	ZTA counter
COc1ccc(C(=O)NCC(C)C)c(OC)c1	1	110	9	93	95	-9	10	-13
Cc1cc(C)c2c(n1)nn1c(N3CCN(c4ccccc4C)CC3)cc(C)nc21	4	98	0	89	92	-2	8	5
C[C@H](NC(=O)N1CCn2c1nc1ccccc12)C(=O)NC1CC1	-1	119	10	96	86	4	-8	-16
COC(=O)c1ccc2nc(Nc3nc4ccc(F)cc4s3)sc2c1	-12	97	-2	92	93	-12	25	-7
COc1ccccc1C(=O)N1N=C(c2ccc(NS(C)(=O)=O)cc2)CC1c1cccs1 (stereo unspecified)	7	94	3	89	100	7	-3	-2
NC(=O)COC(=O)c1c2c(nc3ccccc13)CCCCC2	-3	95	0	100	95	-1	3	2
OCCNCc1ccc(OC2CCCC2)cc1	8	106	2	97	102	7	12	12
CC(C)Oc1ccc(CC(=O)NNC(=S)Nc2ccccc2)cc1	8	109	-1	116	101	-1	-10	12
Cc1nc(Nc2ccccc2Br)c2nnn(Cc3ccccc3)c2n1	5	98	18	86	98	-3	-2	-14
Cc1c(-c2ncn[nH]2)sc(C#N)c1-c1ccccc1	0	104	-3	105	94	-9	8	15
c1ccc(OCCCCN2CCOCC2)cc1	0	100	-1	98	96	-1	14	11
COC(=O)c1ccccc1Oc1cnc2ccccc2n1	9	103	3	97	110	5	5	-16

(more compounds)
canonical_smiles	EBNA-1 inh	MEP2-GFP yeast	AHR activator	LAP4-GFP MLPCN	RPL19A-GFP yeast	proCasp3 act	proCasp7 act	ZTA counter
COc1ccc2cc(C(C)C(=O)Nc3cccc(S(=O)(=O)N(C)C)c3)ccc2c1 (stereo unspecified)	-23	109	2	98	104	3	6	3
COc1ccc(S(=O)(=O)N2CCOC23CCN(C(=O)c2c(F)cccc2Cl)CC3)cc1	-3	110	0	95	96	-2	6	2
Cc1cc(C)n2ncc(C(=O)NCc3ccc(Cl)cc3)c2n1	-5	102	47	107	98	15	2	7
C=C(C)COc1ccc(-c2nc(N)ncc2-c2ccc(Cl)cc2)c(O)c1	3	112	11	107	107	7	5	-5
COc1ccccc1CN1C(=NC(=O)CCC2CCCC2)SC2CS(=O)(=O)CC21 (stereo unspecified)	0	100	-1	90	95	8	2	-6

Of the compounds above, these contain fluorine:
canonical_smiles	EBNA-1 inh	MEP2-GFP yeast	AHR activator	LAP4-GFP MLPCN	RPL19A-GFP yeast	proCasp3 act	proCasp7 act	ZTA counter
CC(C)NC(=O)COC(=O)/C=C/c1ccc(F)cc1	5	93	0	96	98	-1	4	13
Cc1cc(C(=O)CC#N)c(C)n1CC(F)(F)F	-2	102	1	105	103	-4	-9	-16
Cc1ccc(C)c(N2CCN(C(=O)c3cc(S(=O)(=O)N4CCOCC4)ccc3F)CC2)c1	4	109	0	92	111	3	8	11
Cc1ccc2c(CN(C)Cc3cccc(F)c3)cc(=O)oc2c1C	-1	112	8	99	104	7	14	3
Cc1c(NC(=O)CN(C)CC(=O)Nc2ccc(F)c(F)c2F)c(=O)n(-c2ccccc2)n1C	nt	97	5	90	99	1	9	nt
CN1C(=O)c2ccccc2C(C(=O)O)C1c1cccc(F)c1 (stereo unspecified)	-3	112	2	106	108	-3	-12	14
Cn1c(=O)cc(C(=O)N/N=C/c2ccc(F)cc2)[nH]c1=O	-4	100	0	107	96	7	6	-25
O=C(NCc1ccccc1)Nc1cccn(Cc2c(F)cccc2Cl)c1=O	1	93	-3	118	98	11	5	-9
O=C(CCC1CCCCC1)NCc1ccc(F)cc1	-3	104	-1	96	96	0	-4	1
COC(=O)c1ccc2nc(Nc3nc4ccc(F)cc4s3)sc2c1	-12	97	-2	92	93	-12	25	-7
COc1ccc(S(=O)(=O)N2CCOC23CCN(C(=O)c2c(F)cccc2Cl)CC3)cc1	-3	110	0	95	96	-2	6	2
